# Screens deposited in PubChem BioAssay by several laboratories.
# HEK293 NOD2/NF-kB: NOD2 signaling inhibitors, cell-based, luminescence, uHTS, HEK293 (AID 1566). inhibition, % at 4 µM, or EC50 in µM where a hit was titrated. actives 0.63% (n = 290,000). HEK293 NOD2/NF-kB luciferase reporter, luminescence; higher % means a stronger effect; further: many of its hits are not listed in these tables
# XIAP displacement: XIAP antagonists, biochemical, IAP family, fluorescence polarization (AID 1018) | XIAP BIR domain, fluorescence polarization peptide displacement; higher % means a stronger effect | displacement, % at 20 µM; hits with a dose series show IC50 in µM | actives 0.007% (n = 200,000); in the data active means displacement above about 50%; further: a part of the inactive calls stands beside numbers as strong as those of hits
# LYP phosphatase: PTPN22 lymphoid phosphatase activity blockers – biochemical, fluorescence intensity, uHTS (AID 1779); one-dose inhibition, % at 11.5 µM; IC50 in µM for titrated hits; recombinant LYP phosphatase, fluorescence intensity; higher % means a stronger effect; actives 0.054% (n = 290,000);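 further: plate controls were vehicle with enzyme for no effect and no enzyme for full effect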
# M1AAP inhibition: malaria alanyl aminopeptidase activity blockers – biochemical, fluorogenic H-Leu-NHMec substrate, 1536-well (AID 1445); recombinant M1AAP, H-Leu-NHMec fluorogenic kinetic assay; higher % means a stronger effect; inhibition, % at 30 µM; hits with a dose series show IC50 in µM; actives 0.42% (n = 220,000);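 active means primary inhibition above the hit cutoff, then over 50% inhibition at one or more dose response concentrations, cut at about 23% in these data, passing the limit was not always enough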;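 further: plate controls were DMSO full reaction for no effect and no enzyme background for full effect; strong numbers were not always called active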
# Siah-1 displacement: blockers of Siah-1 interaction with plectin peptide – biochemical, fluorescence polarization, rhodamine-plectin, uHTS, primary screen (AID 1817) | Siah-1 / rhodamine-plectin peptide fluorescence polarization; higher % means a stronger effect | one-dose displacement, % at 20 µM; IC50 in µM for titrated hits | actives 0.02% (n = 290,000);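 active means displacement of at least 50% at 20 µM, with a fluorescence ratio check between 0.3 and a set limit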;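 further: plate controls were Siah plus tracer with DMSO for no effect and tracer alone without Siah for full effect; strong numbers were not always called active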
# M17LAP inhibition: P. falciparum M17LAP inhibitors, primary screen, biochemical, fluorogenic H-Leu-NHMec substrate, 1536-well (AID 1619); recombinant M17LAP, H-Leu-NHMec fluorogenic kinetic assay; higher % means a stronger effect; inhibition, % at 30 µM; hits with a dose series show IC50 in µM; actives 0.38% (n = 220,000);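 active means compound inhibiting the enzyme by more than half at any dose during confirmatory dose-response retesting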;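 further: plate controls were full reaction with DMSO carrier for no effect and no enzyme background for full effect; strong numbers were not always called active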
# AID2073: disruptors of CaV2.2 binding to Mint1 – biochemical, HTRF (AID 2073) | HTRF protein-protein interaction, Mint1-CaV2.2; higher % means a stronger effect | actives 0.19% (n = 290,000) | inhibition, % at 20 µM, or IC50 in µM where a hit was titrated; in the data active means inhibition mostly above about 51%, no sharp cut-off; further: some results filed as inactive read as strong as hits
# Hep lipid drop: hepatic lipid droplet formation modulation; AML12 mouse hepatocytes, oleate lipid droplets, BODIPY imaging; inhibition, % at 6.5 µM; actives 0.4% (n = 240,000); AID 1656;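 active means lipid droplet intensity inhibited by at least 50%, with more than 500 cells counted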
#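 Technique: fluorescence imaging, 20x objective, two fields per well / Assay system: AML12 hepatocytes (mouse) / Measure: % inhibition of lipid droplet signal / Doses: 6.5 µM single-point dosing / Incubation: overnight exposure / Reagent: 100 µM oleic acid challenge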
# ER stress rescue: protection against thapsigargin-triggered cell killing – 384-well, CSM14.1, ATP luminescence, primary screen (AID 1222); CSM14.1 thapsigargin-induced death rescue, ATP luminescence; higher % means a stronger effect; one-dose cellular ATP content (survival), % at 20 µM; EC50 in µM for titrated hits; 190,000 tested, under 10 active;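 active means EC50 below 50 µM in the dose-response confirmation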;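 further: death triggered by thapsigargin at about 15 µM added after 2 h compound pretreatment; cell ATP read after overnight thapsigargin exposure of roughly 18 to 22 hours; normalized against plate controls of thapsigargin alone and 5% DMSO vehicle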
# Hep lipid drop cells 6.5 µM: also measured in Hep lipid drop; calls as there; cell count; measured here: cell count, cytotoxicity flag;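 cells counted across two imaged fields per well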
# * hit, by the source's call; nt = no result given. Unless noted, no stated cut-off is given here; in the data, active means inhibition above about 50%; inactive means the rest. This is a subset, so the mix of outcomes need not match the whole.
SMILES,HEK293 NOD2/NF-kB,XIAP displacement,LYP phosphatase,M1AAP inhibition,Siah-1 displacement,M17LAP inhibition,AID2073,Hep lipid drop,Hep lipid drop cells 6.5 µM,ER stress rescue
CC(=O)c1ccc(NC(=O)C(Cc2ccccc2)n2cccc2)cc1 (stereo unspecified),2%,nt,-4%,0%,-2%,0%,1%,0,656,nt
Cc1oc(-c2ccc(Cl)cc2)[n+]([O-])c1C,11%,-3.6%,-9%,-3%,3%,13%,-27%,nt,nt,-0.4%
CC/C(=N\NC(=O)c1ccoc1C)c1ccc(C)o1,22%,-4.5%,-7%,2%,-2%,0%,1%,-2,640,-4.8%
CCN(CC)CCNC(=O)C(=O)Nc1cc2c3c(c1)CC(=O)N3CCC2,5%,nt,0%,nt,-3%,nt,-1%,10,769,nt
CCCCNC(=O)CSc1nc2ccc(N3CCOCC3)cc2c(=O)n1CCc1ccccc1,-3%,-7.1%,0%,2%,-1%,0%,6%,1,629,-3.5%
O=C(CNc1cc(S(=O)(=O)N2CCOCC2)ccc1NCC1CCCO1)Nc1ccc(F)c(F)c1 (stereo unspecified),9%,nt,-1%,nt,-2%,nt,-2%,-8,584,nt
Cc1ccccc1NC(=O)c1ccc(F)c(S(=O)(=O)NCC2CCCO2)c1 (stereo unspecified),10%,nt,-11%,nt,0%,nt,10%,16,746,nt
CCNc1nc(NCC)n2c(SCC(=O)c3ccccc3Cl)nnc2n1,7%,-2.8%,-4%,6%,-3%,6%,-12%,-22,700,2.3%
O=C(/C=C/c1ccccc1)Nc1ccc2c(c1)OCCO2,-146%,-1.1%,1%,8%,4%,3%,12%,0,732,-4.2%
CCCc1[nH]nc2c1C(/C(C)=C/c1ccccc1)C(C#N)=C(N)O2 (stereo unspecified),8%,-6.1%,-9%,11%,-5%,7%,-1%,nt,nt,-0.8%
COC(=O)CSc1nc(NC(C)C)nc(N(C)C)n1,2%,-2.7%,-6%,0%,-1%,2%,0%,5,788,1.3%
C=CCn1c2ccccc2c2nnc(SCC(N)=O)nc21,7%,nt,-3%,nt,-2%,nt,27%,-5,845,nt
O=C(N/N=C/C=C/c1cccc([N+](=O)[O-])c1)C(O)c1ccccc1 (stereo unspecified),8%,5.1%,-2%,nt,5%,nt,0%,9,700,-1.8%
Cc1cc2c(cc1C)[n+](C)cn2CC(O)COCc1ccccc1 (stereo unspecified),-1%,-3.6%,1%,41%,1%,-14%,2%,3,651,-0.7%
Cc1ccc(S(=O)(=O)N(C)C)cc1-n1c(SCC(=O)Nc2ccc(F)cc2Cl)nc2ccccc2c1=O,3%,-0.3%,0%,4%,-3%,3%,27%,-16,560,1.5%
O=C(CCCn1c(=O)[nH]c2cc(Cl)ccc2c1=O)NCCCN1CCCC1=O,14%,-5.0%,-5%,-3%,-4%,0%,14%,-22,770,1.1%
Cc1ccc(-c2nnn(CC(=O)N(Cc3ccco3)C(C(=O)NC(C)(C)C)c3ccncc3)n2)o1 (stereo unspecified),-2%,-22%,-7%,-4%,-4%,1%,12%,6,713,1.1%
Cc1nnc(SC(C)C(=O)Nc2ncc(Cl)cc2Cl)n1Cc1ccccc1 (stereo unspecified),6%,-4.6%,-1%,7%,-1%,7%,8%,nt,nt,-1.5%
CCOc1ccc2nc(SCC(=O)NCc3ccco3)sc2c1,-10%,-20%,-3%,11%,1%,7%,-3%,nt,nt,-0.8%
O=C(COc1ccc(-n2cnnn2)cc1)Nc1cccc(Cl)c1Cl,-3%,nt,-2%,nt,18%,nt,40%,-3,840,nt
COc1ccc(/C(N)=N/OC(=O)c2cccs2)cc1,-175%,nt,-2%,2%,-7%,-2%,10%,2,771,nt
C=CCC(NCc1ccco1)c1ccc(OC)c(OC)c1 (stereo unspecified),6%,-3.0%,-8%,6%,-2%,7%,33%,17,761,6.1%
COc1ccc(C2CC(c3ccc(Br)cc3)=NN2C(=O)c2cccnc2)cc1 (stereo unspecified),14%,-1.8%,5%,3%,8%,4%,42%,11,471,-0.2%
O=C(NC(Nc1ncccn1)C(=O)c1ccccc1)c1ccccc1 (stereo unspecified),-6%,-3.7%,-3%,9%,-3%,6%,-2%,nt,nt,-1.0%

# Reprinted from the part before: 4 entries, followed by the next part.
SMILES,HEK293 NOD2/NF-kB,XIAP displacement,LYP phosphatase,M1AAP inhibition,Siah-1 displacement,M17LAP inhibition,AID2073,Hep lipid drop,Hep lipid drop cells 6.5 µM,ER stress rescue
COc1ccc(/C(N)=N/OC(=O)c2cccs2)cc1,-175%,nt,-2%,2%,-7%,-2%,10%,2,771,nt
C=CCC(NCc1ccco1)c1ccc(OC)c(OC)c1 (stereo unspecified),6%,-3.0%,-8%,6%,-2%,7%,33%,17,761,6.1%
COc1ccc(C2CC(c3ccc(Br)cc3)=NN2C(=O)c2cccnc2)cc1 (stereo unspecified),14%,-1.8%,5%,3%,8%,4%,42%,11,471,-0.2%
O=C(NC(Nc1ncccn1)C(=O)c1ccccc1)c1ccccc1 (stereo unspecified),-6%,-3.7%,-3%,9%,-3%,6%,-2%,nt,nt,-1.0%
O=C1COc2ccc(C(=O)CSc3nc4ccccc4c(=O)n3-c3ccc(Cl)c(Cl)c3)cc2N1,23%,-6.7%,-9%,-2%,2%,8%,40%,-10,729,-0.3%
COc1ccc(OCCCC(=O)Nc2ncn[nH]2)cc1,-1%,-4.7%,-10%,4%,-4%,-1%,2%,15,732,-0.2%
O=C(Cn1cc([N+](=O)[O-])cn1)NCCc1c[nH]c2ccccc12,14%,-6.0%,-2%,4%,-3%,-5%,0%,2,717,nt
C=CCSC1=N/C(=C\C=C\c2ccco2)C(=O)S1,-8%,-4.8%,8%,3%,5%,6%,32%,nt,nt,4.9%
CC(=O)C1=C(O)C(=O)N(Cc2ccccc2)C1c1cccs1 (stereo unspecified),9%,2.6%,-1%,-3%,7%,-11%,-3%,nt,nt,1.3%
O=C(OCc1nnc(-c2ccccc2)o1)c1ccco1,12%,-3.9%,-10%,1%,-4%,9%,14%,nt,nt,-1.0%
O=C(c1ccc(=O)[nH]c1)N(Cc1ccco1)C1(C(=O)NC2CCCC2)CCCCC1,-1%,-3.1%,-6%,-2%,-2%,10%,3%,2,834,-3.3%
O=C1/C(=C/c2ccc(N3CCCC3)cc2)NC(=S)N1C1CC1,-10%,9.6%,-8%,11%,0%,-11%,-33%,32,810,-0.5%
N#C/C(=C\c1ccccn1)c1nc2ccccc2s1,-44%,-8.6%,2%,5%,4%,5%,35%,-8,650,-1.0%
CC(C)(C)OC(=O)N/N=C\c1ccc(OC(=O)c2ccco2)cc1,-27%,-11%,-3%,1%,-7%,-1%,-7%,15,687,-9.3%
O=C1CSC(c2ccco2)N1 (stereo unspecified),-6%,-0.5%,-2%,4%,7%,-9%,22%,nt,nt,-1.0%
Cc1c(C)c2ccc(OC(C)C(=O)NCc3ccccn3)cc2oc1=O (stereo unspecified),-2%,nt,-5%,nt,2%,nt,13%,-23,724,nt
C=CCNC(=S)Nc1ccc(C)c(S(=O)(=O)N2CCCCC2)c1,6%,-2.8%,-8%,4%,7%,1%,-2%,-16,612,1.1%
CC(=O)c1cc(CC(=O)N2CCc3c([nH]c4ccccc34)C2c2ccccn2)cs1 (stereo unspecified),10%,-2.1%,-2%,18%,7%,6%,1%,-1,650,3.0%
Cn1c(=O)[nH]c(=O)c2c1nc(N/N=C/C(Br)=C/c1ccccc1)n2CCO,14%,nt,3%,15%,-3%,4%,-14%,nt,nt,nt
O=C(c1sc2cc([N+](=O)[O-])ccc2c1Cl)N1CCOCC1,8%,-5.3%,-10%,0%,-4%,16%,-6%,0,620,-4.5%
CCC(C)NC(=O)Nc1ccc(Br)cc1 (stereo unspecified),-29%,-4.9%,-7%,7%,0%,-7%,3%,15,686,-0.2%
CCCSc1nc(N)nc(-c2cccs2)c1C#N,-28%,-5.3%,-2%,4%,2%,5%,8%,nt,nt,-1.1%
CCN1C(=O)c2ccc(C(=O)NCc3ccccc3)cc2C1=O,-2%,-5.1%,-2%,1%,-1%,0%,0%,-9,669,nt
CCCS(=O)(=O)N1CCCC(C(=O)c2ccccc2OC)C1 (stereo unspecified),-4%,-1.6%,-8%,3%,-3%,2%,32%,-20,669,-0.3%
O=C(NCc1ccccc1C(F)(F)F)C1CCC(=O)N(C2CCCCCC2)C1 (stereo unspecified),-4%,nt,-10%,nt,-6%,nt,10%,27,777,nt
COc1ccc(N2CCN(CCNC(=O)Nc3ccc(Cl)cc3)CC2)cc1,9%,-7.1%,-5%,-17%,-1%,3%,-8%,-8,748,-0.2%
CC1(C)CC(NC(=O)CCC2CCCC2)CC(C)(C)N1,15%,-4.3%,-6%,-2%,-2%,-1%,-7%,28,667,nt
CC(C)CC(=O)N1CCN(Cc2ccccc2Br)CC1,-8%,nt,-8%,nt,0%,nt,-5%,-16,813,nt
COc1cccc(CNCc2ccc(SC)cc2)c1OC,11%,-3.8%,2%,6%,1%,13%,4%,nt,nt,4.0%
COc1ccc(CCC(=O)Nc2ccc(Cn3ccnc3)cc2)cc1,7%,nt,-8%,nt,-9%,nt,4%,0,810,nt
O=C(Nc1nn[nH]n1)c1cc(-c2ccc(Cl)c(Cl)c2Cl)nc2ccccc12,8%,-8.1%,-1%,0%,1%,0%,7%,2,744,-1.9%
Cc1nc2c(C)cccc2cc1C(=O)N/N=C/c1cccc([N+](=O)[O-])c1,-2%,-1.4%,4%,1%,2%,10%,13%,11,632,-5.0%
O=C(NC1CCCCC1)C(c1ccccc1)N(Cc1ccco1)C(=O)c1csnn1 (stereo unspecified),5%,nt,-3%,nt,8%,nt,3%,18,774,nt
C=CCOc1ccc(/C=C2\SC(N)=NC2=O)cc1OC,13%,nt,-6%,nt,-6%,nt,10%,-10,797,nt
CCOC(=O)CC(=O)CSc1nc2c(C)c(C)ccc2cc1C,0%,-2.5%,1%,11%,-1%,-2%,23%,-1,771,-1.6%
O=C(Nc1ccc2c3c(cccc13)CC2)c1ccc(Br)o1,-29%,-5.3%,-3%,3%,0%,6%,-1%,-13,690,-0.9%
CCc1cc2ccccc2nc1Cl,20%,-5.0%,-3%,6%,8%,0%,2%,-1,729,-0.4%
O=C(/C=C/c1ccco1)Nc1ccc2c(c1)OCCO2,-112%,-5.8%,-2%,-1%,9%,4%,-12%,3,746,-4.9%
Cc1cc(/C(=N/O)C(C)(C)NO)ccc1Cl,14%,-1.9%,7%,5%,4%,0%,-13%,8,697,-1.2%
CC(C(=O)N1CCOCC1)n1cc([N+](=O)[O-])cn1 (stereo unspecified),4%,-6.1%,-6%,5%,-8%,5%,-9%,2,706,-0.3%
